Source: PubChem BioAssay
miR-122 sensor: miR-122 inhibition in Huh7 cells; Huh7 miR-122 Renilla luciferase sensor, 48 h; neutral wells = 0, positive control = 100; activation (reporter increase), % at 12.5 µM; 340,000 compounds, 0.3% hits;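 active = mean replicate activation score at least 90 and every replicate individually at or above 90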;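 also: higher luciferase means less miR-122 activity so hits act as miR-122 inhibitors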
SIRT5 inh: sirtuin-5 (human) deacylase inhibition; Purified SirT5, succinyl-peptide AMC, trypsin-coupled fluorescence; 330,000 compounds, 1.1% hits; AID 652115; inhibition, % at 15 µM; in the data active = inhibition above about 15%
Target sequence (Q9NXA8 whole entry, looked up): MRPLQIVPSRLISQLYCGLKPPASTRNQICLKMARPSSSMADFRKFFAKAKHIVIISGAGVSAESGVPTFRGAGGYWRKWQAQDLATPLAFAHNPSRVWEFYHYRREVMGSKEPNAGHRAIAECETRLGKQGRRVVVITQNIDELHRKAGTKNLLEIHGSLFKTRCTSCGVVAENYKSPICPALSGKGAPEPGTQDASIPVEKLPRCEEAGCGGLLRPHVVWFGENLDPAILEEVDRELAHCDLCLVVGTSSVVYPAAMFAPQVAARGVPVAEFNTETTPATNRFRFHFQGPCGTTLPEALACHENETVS
esBAF inh: blocks esBAF chromatin remodeling in mouse ES cells; Bmi1-luciferase knock-in reporter, 24 h; 100% = twice the neutral-well signal; reporter increase, % at 12.5 µM; 350,000 compounds, 2% hits; in the data active = activation above about 40%;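 also: 0% = median of the plate's neutral control wells and 100% = double that signal; a rise in the Bmi1 reporter signal indicates esBAF inhibition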
ERp5 inh: blocks human ERp5 reductase activity on insulin; ERp5 insulin aggregation, absorbance 650 nm, 90 min; inhibition, % at 9.99 µM; 350,000 compounds, 0.05% hits; AID 651711;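 active = mean replicate inhibition above about 25%, with every replicate also reaching it, limit read from the data, passing the limit was not always enough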
Target sequence (Q15084 whole entry, looked up): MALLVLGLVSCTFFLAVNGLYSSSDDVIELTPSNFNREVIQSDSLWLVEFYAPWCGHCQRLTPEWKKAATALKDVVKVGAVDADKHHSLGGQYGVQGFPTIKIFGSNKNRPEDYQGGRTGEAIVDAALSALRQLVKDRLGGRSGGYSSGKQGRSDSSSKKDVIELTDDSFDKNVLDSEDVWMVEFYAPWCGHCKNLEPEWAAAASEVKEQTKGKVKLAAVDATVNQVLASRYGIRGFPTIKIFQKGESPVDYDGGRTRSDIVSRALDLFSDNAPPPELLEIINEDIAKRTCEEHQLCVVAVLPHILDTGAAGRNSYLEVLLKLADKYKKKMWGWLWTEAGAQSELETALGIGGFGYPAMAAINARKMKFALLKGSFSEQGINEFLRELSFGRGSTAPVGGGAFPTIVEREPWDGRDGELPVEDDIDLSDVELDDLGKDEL
C2C12 statin: suppression of simvastatin myotoxicity | 330,000 compounds, 0.78% hits | AID 602340 | C2C12 myotubes + simvastatin, ATP luminescence, 48 h; scaled: DMSO 0, geranylgeraniol control 100 | rescue of ATP level, % at 7.49 µM;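 active = mean ATP rescue above about 67%, or every replicate alone reaching that limit, limit read from the data, passing the limit was not always enough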;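 also: myotubes were challenged with 10 µM simvastatin during compound exposure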
ARNT-TACC3 inh: disrupts binding between human ARNT and TACC3 | Q9Y6A5 | AlphaScreen His-ARNT PAS-B/GST-TACC3 binding, luminescence; TACC3 fragment carries E629A point mutation | inhibition, % at 9.99 µM | 390,000 compounds, 0.66% hits | AID 623870;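 active = mean inhibition of replicates at least 50% and at least half of replicates each reaching 50%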;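 also: 0% = complete ARNT plus TACC3 wells and 100% = ARNT alone without TACC3; many hits fall short of the cut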
Cneo AK release: causes C. neoformans cell lysis; AID 651654; lysis activity, % at 15 µM; 360,000 compounds, 0.2% hits; adenylate kinase release luminescence, 4 h; normalised: neutral wells 0, clomiphene wells 100;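 active = mean lysis activity across replicates of at least 80%, whatever share of replicates individually reach that level; inactive = mean lysis activity below 80%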
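Signal: Adenylate kinase release luminescence | Assay system: Log-phase Cryptococcus neoformans yeast cells | Input: Cells at 5 × 10^6 per mL | Buffer or medium: Fresh YPD growth medium | Compound: Single dose | Schedule: Static 4 h at 37 °C with compound, 1 h detection | Controls: Clomiphene | Read-out: Luminescence rise reflecting yeast cell lysis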
* hit, by the source's call; · = not tested or not shown; & = joins results of further samples; [ ] = another dose, or the depositor's remark.

SMILES	miR-122 sensor	SIRT5 inh	esBAF inh	ERp5 inh	C2C12 statin	ARNT-TACC3 inh	Cneo AK release
C[C@H](CO)N1C[C@H](C)[C@H](CN(C)C(=O)Nc2ccccc2)Oc2ncccc2C1=O	2[16.7 µM]	-1	-8	22	-2	4	-2
C/C(=N\NC(=O)c1n[nH]c2c1CCC2)c1cccs1	·	·	·	3	·	0	-5
COc1cc2c(cc1OC)C(C)=NC1(CCCCC1)C2	-8	·	-8	0	8	1	-5
C[C@@H]1CN([C@H](C)CO)C(=O)c2cccc(NC(=O)C3CCCCC3)c2O[C@@H]1CN(C)CC1CCCCC1	3[16.7 µM]	-6	1	3	-2	-3	3
CC(=O)c1ccc(N2CCN(c3ccnc4cc(Cl)ccc34)CC2)cc1	-2	0	·	1	·	2	0
C[C@H]1CCCCO[C@H](CN(C)Cc2ccc3c(c2)OCO3)[C@@H](C)CN([C@@H](C)CO)C(=O)c2cc(NS(=O)(=O)c3cccs3)ccc2O1	9&0[16.7 µM]	·	1&2	·	·	-5&-13	-15&-18
CO[C@H]1CN(C)C(=O)c2ccc(NC(C)=O)cc2OC[C@@H](C)N(Cc2cccc(F)c2)C[C@@H]1C	-6[16.7 µM]	·	-1	·	1	·	·
Cc1c(Cl)cccc1NC(=O)c1nc(C)n(-c2cc(OC(C)C)c(Cl)cc2Cl)n1	-6	·	-2	·	-3	-11	0
Cn1c(=O)c2sc3c(c2n(CC(=O)Nc2ccccc2)c1=O)COC(C)(C)C3	-8	-1	-4	0	22	26	-2
COc1ccccc1CNC(=O)c1ccc2nc(C)c(N(C)Cc3ccc(NC(C)=O)cc3)n2c1	-4	1	0	6	-10	·	-1

Some values from the list.
`C/C(=N\NC(=O)c1n[nH]c2c1CCC2)c1cccs1` | ARNT-TACC3 inh: 0
`C[C@H]1CCCCO[C@H](CN(C)Cc2ccc3c(c2)OCO3)[C@@H](C)CN([C@@H](C)CO)C(=O)c2cc(NS(=O)(=O)c3cccs3)ccc2O1` | Cneo AK release: -15&-18

Further structures
SMILES	miR-122 sensor	SIRT5 inh	esBAF inh	ERp5 inh	C2C12 statin	ARNT-TACC3 inh	Cneo AK release
O=C(NN1C(=O)C2C3C=CC(O3)C2C1=O)c1ccncc1 (configuration not stated)	·	-4	·	-3	·	34	·
COc1ccc(CC(NC(C)=O)C(=O)NC2CCN(S(=O)(=O)c3ccccc3)CC2)c(OC)c1 (configuration not stated)	-2	-3	-4	4	3	-5	2
COc1ccc(S(=O)(=O)Nc2ccc(S(=O)(=O)N3CCCC3)cc2)cc1	42	·	-2	·	-1	-6	4
CCOC(=O)Cc1csc(NC(=O)COC(=O)/C=C/c2ccc(OC)cc2)n1	-5	-2	-2	-5	-3	1	-2
C[C@@H]1CCCCO[C@@H](CN(C)C(=O)CCCN(C)C)[C@@H](C)CN([C@H](C)CO)C(=O)c2cc(NC(=O)Nc3cccc4ccccc34)ccc2O1	33[16.7 µM]	1	-8	-6	·	9	2
CN(CC(=O)Nc1ccc(Cl)c(C(F)(F)F)c1)C(=O)CCN1C(=O)C2CCCCC2C1=O (configuration not stated)	-1	-3	0	-2	-4	4	0
Cc1cccc2cc(C#N)c(NCCNC(=O)c3ccccc3)nc12	-4	8	-4	-1	0	·	1
Cc1ccc(C(=O)Nc2ccc3ncccc3c2)cc1	·	0	-66	-3	-10	-15	129*
C/C(=N\NC(=O)c1cccc(Cl)c1)C1C(=O)c2ccccc2C1=O	-2	7	23	0	-96	-4	-2
COC(=O)c1cccc(NC(=S)Nc2ccccc2Cl)c1	-6	1	-2	5	4	3	-1
CCC(C)NC(=O)CSc1nnc(-c2cc(-c3cccs3)nc3ccccc23)o1 (configuration not stated)	1	·	0	·	11	-7	-1
CNC(=O)OCN1C(=O)C2CC=CCC2C1=O (configuration not stated)	·	·	-3	12	1	-1	0
O=S(=O)(c1ccc(SCCOc2ccc(F)cc2)nc1)N1CCCC1	-10	-1	5	7	-17	-3	-1
O=C(CSC1CS(=O)(=O)c2cc([N+](=O)[O-])ccc21)NNC(=O)c1ccc(Cl)cc1 (configuration not stated)	-5	-5	·	2	·	-5	-4
COc1ccc(-c2cnc3c(NC(C)=O)cc(-c4cccc(NS(C)(=O)=O)c4)cn23)cc1OC	-3	·	3	5	-7	·	12
C=CCn1c(SCC(=O)Nc2ccc(Cl)cn2)nnc1C1CC1	·	-2	·	0	·	-9	6
COc1ccc(-c2nsc(SCC(=O)NCC3CCCO3)n2)cc1 (configuration not stated)	·	-1	·	-2	·	13	·
O=C(C[C@H]1C[C@H]2c3cc(NC(=O)Nc4ccccc4F)ccc3O[C@H]2[C@H](CO)O1)NCc1ccc(Oc2ccccc2)cc1	2[16.7 µM]	0	-1	7	6	11	-6
COC(=O)[C@]1(Cc2ccccc2)N[C@H](CN(C)C(=O)COc2ccccc2)[C@@H]2C(=O)N(C)C(=O)[C@@H]21	·	·	-5	1	-1	2	2
Cc1nnc(SCC(=O)N2CCN(C(=O)c3ccco3)CC2)n1-c1ccccc1	-4	-13	·	-5	·	-5	·
CCN(CC)S(=O)(=O)c1ccc(C)c(NC(=O)Cn2cnc3cc([N+](=O)[O-])ccc3c2=O)c1	1	1	9	10	2	-3	2
COc1ccc(-c2nc(SC)n(C)c(=O)c2C#N)cc1OC	-1	·	-8	·	-22	-9	0
Cc1ccc(C)c(NC(=O)CCn2nc(C)cc2C)c1	-1	·	-3	·	·	-1	-1
Nc1ccc(Oc2ncccn2)c(Cl)c1	-7	-2	-3	1	-4	8	0
COCC(=O)N1C[C@@H](C)[C@@H](OC)CN(C)C(=O)c2ccc(NC(=O)Nc3cccc(F)c3)cc2OC[C@H]1C	0[16.7 µM]	·	-1	·	-2	·	·
O=C(NCc1cccnc1)c1cc(C(=O)NCc2cccnc2)cc([N+](=O)[O-])c1	0	·	-8	-9	14	·	2
Cc1ccc(C)c(NC(=O)c2cnn3ccccc23)c1	0	3	14	-4	-25	-4	-3
Cc1oncc1C(=O)Nc1cccc(C#N)c1	-1	-2	-4	5	-13	-3	-1
O=C(C[C@@H]1CC[C@H]2[C@@H](COC[C@@H](O)CN2C(=O)Nc2ccc(F)cc2)O1)NCCc1ccccc1	-5[16.7 µM]	8	7	-2	-11	2	-1
C/C(=C\c1ccc(C)o1)C(=O)c1c(C)cc(C)[nH]c1=O	·	·	·	4	·	17	1
COc1ccc(NC(=O)N(C)C[C@H]2Oc3c(NC(=O)C4CCOCC4)cccc3C(=O)N([C@H](C)CO)C[C@@H]2C)cc1	7[16.7 µM]	2	-1	-2	-13	-9	1
COc1ccc(CC(=O)NC2CCCc3ccccc32)cc1 (configuration not stated)	·	-2	·	-5	·	-3	·
CCOC(=O)c1c(-c2cccc3ccccc23)csc1NC(=O)C1C2CCC(O2)C1C(=O)O (configuration not stated)	-5	3	-2	3	2	-2	-2
Fc1ccccc1NC(=S)N(CCCN1CCOCC1)Cc1cccnc1	·	-4	·	-7	·	-9	·
COc1ccc(CCNC(=O)c2cc(S(=O)(=O)N(C)c3ccccc3)ccc2Cl)cc1	-3	·	0	·	-12	-2	-6
Cc1cc2c(cc1S(=O)(=O)Nc1cccc(C)c1C)OCC(=O)N2	15	-1	-1	2	-21	-1	-2
CC(=O)Nc1ccc(NC(=O)COC(=O)c2n[nH]c3ccccc23)cc1	·	1	·	3	·	-7	·
CC(C)NC(=O)N(C)C[C@@H]1Oc2ncc(C#CC3CCCC3)cc2C(=O)N([C@H](C)CO)C[C@H]1C	-18[16.7 µM]	3	-1	13	2	-4	2
O=C(CNC(=O)c1ccccc1)OC(C(=O)Nc1cc(C(F)(F)F)ccc1Cl)c1ccccc1 (configuration not stated)	-2	·	-1	·	4	0	2
CC(=O)Cc1nsc(NC(=O)c2cc(-c3ccc(Cl)c(Cl)c3)oc2C)n1	3	·	1	·	-36	-9	1
C[C@H](CO)N1C[C@H](C)[C@@H](CN(C)Cc2cncnc2)Oc2cc(C3=CCCCC3)ccc2S1(=O)=O	41[16.7 µM]	0	-1	-2	-31	9	2
Cc1cccc(S(=O)(=O)N2C[C@H]3[C@@H](c4ccccc42)[C@@H](CO)N3C(=O)c2ccccc2)c1	42[16.7 µM]	1	-4	-1	-17	-2	-3
CC(C)(C)c1ccc(/C=N/NC(=O)C[n+]2ccccc2)cc1	·	1	5	-3	8	-9	-19
COc1ccc(NS(=O)(=O)c2cccc(C(=O)N/N=C(\C)c3ccc(-n4ccnc4)cc3)c2)cc1	4	·	-1	·	-13	0	-1
CCCc1cc(=O)[nH]c(SCC(=O)c2c(C)[nH]c3ccccc23)n1	3	·	-6	1	-10	-3	·
Cc1cccc2sc(NC(=O)C3CCN(S(=O)(=O)c4cc([N+](=O)[O-])ccc4Cl)CC3)nc12	·	-2	·	-6	·	-2	·
O=C(CN1CCN(c2ccc(O)cc2)CC1)Nc1ccc2c(c1)OCCCO2	-12	0	1	-5	0	2	-1
O=C1c2ccccc2-c2c1c1ccccc1c(=O)n2CCO	-4	·	·	4	·	-1	·
COc1ccc(S(=O)(=O)N2CCCCN3[C@@H](CO)[C@@H](c4ccc(C5=CCCCC5)cc4)[C@@H]3C2)cc1	-3[16.7 µM]	1	·	0	·	9	0
C[C@H](CO)N1C[C@H](C)[C@H](CN(C)Cc2ccc(Oc3ccccc3)cc2)Oc2ccc(NC(=O)Nc3ccccc3)cc2C1=O	-7[16.7 µM]	10	-3	2	-45	-4	3

Continued (7 carried over from the part before).
SMILES	miR-122 sensor	SIRT5 inh	esBAF inh	ERp5 inh	C2C12 statin	ARNT-TACC3 inh	Cneo AK release
COc1ccc(NS(=O)(=O)c2cccc(C(=O)N/N=C(\C)c3ccc(-n4ccnc4)cc3)c2)cc1	4	·	-1	·	-13	0	-1
CCCc1cc(=O)[nH]c(SCC(=O)c2c(C)[nH]c3ccccc23)n1	3	·	-6	1	-10	-3	·
Cc1cccc2sc(NC(=O)C3CCN(S(=O)(=O)c4cc([N+](=O)[O-])ccc4Cl)CC3)nc12	·	-2	·	-6	·	-2	·
O=C(CN1CCN(c2ccc(O)cc2)CC1)Nc1ccc2c(c1)OCCCO2	-12	0	1	-5	0	2	-1
O=C1c2ccccc2-c2c1c1ccccc1c(=O)n2CCO	-4	·	·	4	·	-1	·
COc1ccc(S(=O)(=O)N2CCCCN3[C@@H](CO)[C@@H](c4ccc(C5=CCCCC5)cc4)[C@@H]3C2)cc1	-3[16.7 µM]	1	·	0	·	9	0
C[C@H](CO)N1C[C@H](C)[C@H](CN(C)Cc2ccc(Oc3ccccc3)cc2)Oc2ccc(NC(=O)Nc3ccccc3)cc2C1=O	-7[16.7 µM]	10	-3	2	-45	-4	3
CCn1nc(C)c(CNC(=O)CCc2nnc(-c3ccc(C(C)=O)s3)o2)c1C	-1	-6	4	2	-15	-1	0
NC(=O)c1ccsc1NC(=O)COC(=O)c1cc(Cl)ccc1O	-5	-3	11	16	0	-3	0
CC(=O)OC(C(=O)N1CCN(c2ccccc2F)CC1)c1ccccc1 (configuration not stated)	-11	·	2	·	9	-3	-1
CC(C(=O)Nc1ccc(S(=O)(=O)Nc2ncccn2)cc1)N1C(=O)c2ccccc2S1(=O)=O (configuration not stated)	·	1	·	1	·	-4	·
COC(=O)c1sc2ncccc2c1OCc1cccc(Cl)c1	-4	·	-14	·	30	-13	0
